Assay outcomes as filed in PubChem BioAssay.
JMJD2A Tudor: inhibitors of human JMJD2A Tudor domain | AID 504339 | Potency, µM (highest dose often 114 µM), for the others: at the highest dose activity change, negative = inhibition, actives largely listed as inhibitors | O75164 | AlphaScreen JMJD2A-Tudor / H3K4me3 peptide binding | hit rate 4.4% among 390,000; also: % is scaled to controls: 0 for no effect and ±100 for the full control effect; nearly all actives have a fitted effect of over 50% in size
HP1b chromo inh: blocks HP1-beta chromodomain binding to methylated histone tails | P83916 | AlphaScreen HP1-beta / biotin-H3K9me3 peptide binding | Potency, µM (top dose mostly 114 µM), inactives show at the highest dose activity change, negative = inhibition, hits mostly inhibitors | hit rate 0.56% among 390,000 | AID 540317; also: nearly all actives have a fitted effect of over 70% in size; inactives centre near 23
Target sequence (P83916 whole entry, looked up): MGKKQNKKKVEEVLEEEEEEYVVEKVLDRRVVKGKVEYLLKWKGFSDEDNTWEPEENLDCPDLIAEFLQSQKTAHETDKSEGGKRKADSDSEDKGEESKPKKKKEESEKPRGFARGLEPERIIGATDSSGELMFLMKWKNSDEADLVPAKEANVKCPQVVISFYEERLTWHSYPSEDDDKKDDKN
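Compound inhibition of the preformed complex between 50 nM HP1-beta and 50 nM biotinylated H3K9me3 peptide was read by AlphaScreen. Buffer was PBS pH 7.4 with 0.01% Tween-20. Incubations ran 30 min at room temperature, with 10 ug/mL donor/acceptor beads.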
TrxR1 inh: inhibitors of rat thioredoxin reductase 1. O89049. recombinant rTrxR1, NADPH fluorescence consumption, selenite substrate. Potency, µM (top dose mostly 114 µM), inactives show at the highest dose activity change, negative = inhibition, hits mostly inhibitors. hit rate 1% among 390,000. AID 588453; also: % is scaled to controls: 0 for no effect and ±100 for the full control effect; nearly all actives have a fitted effect of over 65% in size
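Rat TrxR1 (90 nM in the dispensed reagent) was pre-reduced with 400 uM NADPH for 5 min at room temperature, then incubated with compound for 15 min. After 400 uM selenite was added, NADPH fluorescence (Ex 340/Em 450 nm) was followed for 8 min.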
ALOX12 inh: blocks human arachidonate 12S-lipoxygenase; P18054; purified 12hLO, xylenol orange hydroperoxide absorbance; Potency, µM (series often up to 108 µM), for inactives: at the top dose activity change, negative = inhibition, most hits filed as inhibitors; hit rate 1.1% among 580,000; also: % is scaled to controls: 0 for no effect and ±100 for the full control effect
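Purified human 12hLO (150 nM final) in 25 mM Hepes, 0.01% Triton X-100, pH 7.0 was preincubated 15 min at room temperature with compound. Then 40 uM arachidonic acid was added, 30 min. Hydroperoxide was read by Fe-XO absorbance ratio 573/405 nm.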
Tb PGK inh: inhibitors of T. brucei phosphoglycerate kinase; P07378; PGK/GAPDH coupled, Kinase-Glo luminescence, 60 min; Potency, µM (top dose mostly 57.5 µM), for inactives: at the top dose activity change, negative = inhibition, hits mostly inhibitors; hit rate 0.043% among 380,000; also: % is scaled to controls: 0 for no effect and ±100 for the full control effect; nearly all actives have a fitted effect of over 60% in size
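Luminescent ATP detection (Kinase-Glo Plus) follows a 60-minute room-temperature incubation, with wells lacking PGK as controls. Buffer: 100 mM TEA (pH 7.6), 5 mM MgCl2, 0.01% Tween-20. Coupling enzyme GAPDH (100 nM final) supplies unstable 1,3-BPG in-well.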
ERG Ets-DNA blk: ERG Ets/DNA interaction inhibition; P11308; fluorescence polarization, His-ERG Ets domain / labelled DNA; Potency, µM (titrated, usually from 76.9 µM), for inactives: at the top dose FP activity, negative = inhibition, hits mostly inhibitors; hit rate 0.028% among 370,000; AID 624246; active = well fitted inhibition curve with a large enough effect in the polarisation, with a control signal flat; inconclusive = small, poorly fitted or top-dose-only effect, or effect the other way, or a change in a side signal; inactive = no such curve, though single readings can be large or run the other way; the % refers to the polarisation;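 also: polarization taken with two DNA probes labelled with fluorescein and Texas red; % of control where 0% means no effect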
Target sequence (P11308 whole entry, looked up, the tested form may be a part): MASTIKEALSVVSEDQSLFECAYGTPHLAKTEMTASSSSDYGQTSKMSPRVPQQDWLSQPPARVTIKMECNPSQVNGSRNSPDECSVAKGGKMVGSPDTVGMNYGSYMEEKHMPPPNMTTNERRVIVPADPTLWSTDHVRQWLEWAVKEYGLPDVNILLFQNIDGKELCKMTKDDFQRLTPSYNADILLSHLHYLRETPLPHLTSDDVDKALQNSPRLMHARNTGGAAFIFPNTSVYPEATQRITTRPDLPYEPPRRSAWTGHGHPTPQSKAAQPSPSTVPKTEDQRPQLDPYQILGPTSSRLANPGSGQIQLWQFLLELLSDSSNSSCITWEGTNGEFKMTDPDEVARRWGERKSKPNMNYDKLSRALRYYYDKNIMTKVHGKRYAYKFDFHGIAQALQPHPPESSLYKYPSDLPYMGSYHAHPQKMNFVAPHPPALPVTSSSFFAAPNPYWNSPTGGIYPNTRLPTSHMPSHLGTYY
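His-tagged ERG Ets domain (1 uM in the protein solution; 300mM KCl, 50mM Tris-HCl, 1mM EDTA, 1mM DTT, pH 7.5) received compound, then a probe mix of 5 nM fluorescein-DNA and 100nM Texas-615-DNA. Fluorescence polarization was read for both dyes.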
RGS4 inhibitor: blocks human RGS4-accelerated GTP hydrolysis; P49798; Transcreener GDP fluorescence polarization, RGS4-accelerated GTP hydrolysis; Potency, µM (highest dose often 114 µM), for the others: at the top dose activity change, negative = inhibition, hits mostly inhibitors; hit rate 0.039% among 390,000; also: % is scaled to controls: 0 for no effect and ±100 for the full control effect; nearly all actives have a fitted effect of over 75% in size; some results filed as inactive show a strong effect at the top dose
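MLSMR compounds (23 nl, pin-transferred) preincubated 10 min at room temperature with a 500nM (2x) first reagent, then RGS4 at 900nM (2x) plus Transcreener GDP mix added; fluorescence polarization (620/688 nm) read before and after 90 min at 30 °C.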
Pin1 inh: human Pin1 inhibition. Q13526. Pin1 FP peptide displacement, HiFluor488, 10 min. Potency, µM (highest dose often 115 µM), without a hit: top-dose activity, negative = inhibition, actives largely listed as inhibitors. hit rate 0.009% among 390,000; active = well fitted inhibition curve with a large enough effect in the polarisation, with a control signal flat, not every such curve was filed as active; inconclusive = small, poorly fitted or top-dose-only effect, or effect the other way, or a change in a side signal; inactive = no such curve, though single readings can be large or run the other way; the % refers to the polarisation; also: % is scaled to controls: 0 for no effect and ±100 for the full control effect
Target sequence (Q13526 whole entry, looked up): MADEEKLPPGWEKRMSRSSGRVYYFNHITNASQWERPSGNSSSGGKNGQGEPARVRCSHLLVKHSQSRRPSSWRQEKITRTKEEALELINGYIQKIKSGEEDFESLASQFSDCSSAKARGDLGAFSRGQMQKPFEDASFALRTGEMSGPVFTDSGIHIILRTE
GLS inhibitor: blocks human kidney-isoform glutaminase activity | O94925 | GLS enzymatic activity, qHTS titration | Potency, µM (top dose mostly 45.5 µM), for the others: at the highest dose activity change, negative = inhibition, actives largely listed as inhibitors | hit rate 0.21% among 410,000 | AID 624170; also: % is scaled to controls: 0 for no effect and ±100 for the full control effect
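Assay buffer: 45 mM KH2PO4 pH 8.2, 0.02% Tween-20. hKGA acts on L-glutamine (1 mM solution added); product glutamate is reported by an oxidase/peroxidase Amplex Red coupling, with fluorescence taken at baseline and 30 min.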
* marks the source's active call; other numbers are inactive results; i = inactive; u = inconclusive; x = not tested or not shown; & = joins results of further samples; [ ] = remark or other dose. Unless noted, calls follow the shape of the dose curve; as a rule, active = well fitted curve in the direction sought with a large enough effect; inconclusive = small, poorly fitted or top-dose-only effect, or another doubt; inactive = no such curve, though single readings can be large; an effect the other way counts as inactive or inconclusive. Potency is read from the fitted curve at half-maximal effect. Not all compounds are listed; the hit share may differ from the screen's.

SMILES	TrxR1 inh	GLS inhibitor	ERG Ets-DNA blk	HP1b chromo inh	Pin1 inh	JMJD2A Tudor	Tb PGK inh	RGS4 inhibitor	ALOX12 inh
Clc1ccc(C2=Nn3c(Cn4nnc5ccccc54)nnc3SC2)cc1	-15%	14%	-3%	u	-4%	79µM*	0%	u	u
CCc1ccc(S(=O)(=O)NCCc2csc(-c3cccnc3)n2)s1	12%[57.1 µM]	-1%	11%	32%	1%	-6%	7%	-10%	-8%
COc1cccc(CN(C)C(=O)C(Cc2ccccc2)NC(=O)c2ccccc2)c1OC (stereo unspecified)	19%	0%	7%	-7%	-5%	-17%	i	7%	18%
COC(=O)c1ccc(CNC(=O)CSc2nc3ccccc3[nH]2)cc1	35%	1%	12%	20%	-2%	2%	-2%	-21%	-10%
COc1cccc(OC)c1-c1nnc(-c2cn(C)c3ccccc23)o1	58%[activator]	8%	1%	62%[activator]	-11%	-6%	-6%	25%	0%
O=C(CCn1c(=O)oc2ccccc21)NCc1ccc2c(c1)OCO2	32%[57.1 µM]	-3%	14%	30%	x	8%	-5%	11%	20%
COc1ccc(C(=O)NC(C)c2ccc(-n3ccnc3)cc2)c(OC)c1OC (stereo unspecified)	-8%	-2%	-2%	22%	2%	-5%	-8%	-7%	0%
O=C(O)C1=C[C@@H](c2ccc(Br)cc2)C[C@@H](OCCCCO)O1	15%	5%	11%	37%	-6%	-3%	-1%	11%	u
Cc1ccc(S(=O)(=O)N2CCN(S(=O)(=O)N(C)C)CC2)cc1	11%	-19%	-3%	-15%	0%	-18%[11.4 µM]	-12%	16%[11.4 µM]	-25%
C/C(Cc1ccccc1)=N\NC(=O)CNC(=O)c1ccc2c(c1)OCCO2	8%[57.1 µM]	-4%	-2%	35%	0%	4%	5%	3%	-3%
CCOC(=O)C(=O)c1csc(NC(=O)COc2ccc(N(C)S(=O)(=O)c3ccc(F)cc3)cc2)n1	3%	-3%	-12%	47%[activator]	23%	-25%[57.1 µM]	5%	-26%[56.9 µM]	0%
CN(CCCNC(=O)c1cc2c(Cl)nc3ccccc3c2s1)Cc1ccccc1	-4%&5%	-8%&-5%	-1%&-3%	8%&3%	-4%&3%	u	-8%&7%	-10%&-13%	u
O=C(c1cc(COc2cccc(C(F)(F)F)c2)on1)N1C[C@H]2CC[C@H]1C2	-9%	-1%	11%	49%[activator]	2%	9%	-6%	3%	-3%
Cn1nc(-c2ccccc2)nc1-c1ccccc1	9%	5%	2%	39%[activator]	-12%	-4%	-9%	-26%	-18%
Cc1cccc(N(C)S(=O)(=O)c2c(C(=O)N3CCCCCC3)c(C)n(C)c2C)c1	15%[57.1 µM]	0%	0%	7%	6%	-32%	i	1%	0%
Cc1cccc(S(=O)(=O)c2c(C)cc(C)nc2Cl)c1	25%[57.1 µM]	-4%	18%	54%[activator]	-3%	6%	i	-3%	-1%
COCCn1cnc2c(c1=O)c1nc3ccccc3nc1n2/N=C/c1cccc(OC)c1	15%[11.4 µM]	2%	-5%	19%	3%	-5%	-9%	u	-19%
COc1ccc(C2N3CC4(C)CN2CC(C)(C3)C4O)cc1 (stereo unspecified)	21%[57.1 µM]	3%	-3%	24%	4%	-14%	6%	9%	25%
O=C(Oc1cccnc1)c1cc(S(=O)(=O)N2CCOCC2)ccc1Cl	-34%[57.1 µM]	2%	9%	10%	-3%	-17%	-2%	2%	1%[57.4 µM]
CCCCNC(=O)CSc1nc2n[nH]c(C)c2c(=N)n1-c1cccc(C)c1	19%[57.1 µM]	-20%	-8%	33%	-1%	-13%	i	-11%	-2%
CCCn1c(=O)[nH]c(=O)c2c1nc(-c1ccc(OC(F)F)c(OC)c1)n2CCOC	20%	1%	-1%	11%	0%	-13%	i	-4%	0%
Cc1ccc(-c2c(C(=O)NC(C)C)oc(=O)c3ccccc23)cc1	13%	-4%	-7%	49%[activator]	-6%	-1%	0%	-9%	6%
Cc1cc2[nH]c(=O)c(=O)[nH]c2cc1S(=O)(=O)Nc1ccccc1F	9%	18%	-5%	34%	-7%	-7%	-9%	-12%	454%[activator]
COc1ccc2cc(C3CC(c4ccco4)=NN3S(=O)(=O)c3ccccc3)c(Cl)nc2c1 (stereo unspecified)	-6%	1%	-3%	8%	48%[activator]	-23%	-6%	0%	u
CCN(CC)S(=O)(=O)c1ccc(Cl)c(NC(=O)COc2ccc(OC)cc2[N+](=O)[O-])c1	-1%	5%	-5%	11%	1%	6%	-8%	1%	15%
COCCOC(=O)c1sc(=S)n(CCOC)c1N	-9%	17%	u	-20%	u	-25%	-4%	-34%	u
COc1ccc(NC(=O)c2sc(N)nc2-c2ccccc2)cc1	2%	6%	1%	21%	9%	-14%	3%	1%	-16%
c1ccc2c(c1)ncn2CCCCOc1ccc2c(c1)CCC2	-12%	7%	-3%	71µM*	-4%	2.8µM*	-3%	-8%	u
CC1Cc2ccccc2N1C(=O)COC(=O)Cc1ccc(F)cc1 (stereo unspecified)	-10%	-6%	-7%	54%[activator]	-3%	14%	-3%	-12%	-29%
CCCCNC(=O)OC(C)CNC(=O)Oc1cccc(C)c1 (stereo unspecified)	5%[57.1 µM]	6%	-4%	22%	0%	2%	1%	19%	22%
CC/C(=C/c1sc2ccc(C)cc2[n+]1CCCS(=O)(=O)[O-])SC	-9%[57.1 µM]	0%	u	81%[activator]	u	0%	-3%	-16%	-3%
COc1ccc(S(=O)(=O)Nc2cccc(F)c2)cc1C	14%	8%	1%	52%[activator]	-4%	-2%	-2%	6%	-5%
CC(=O)Nc1ccc(S(=O)(=O)Nc2nc3ccc(C)cc3s2)cc1	18%	-1%	-7%	23%	-1%	-9%	-5%	-14%	-8%
O=C(NCCc1ccc(Cl)cc1)Nc1ccc(Cl)cc1	23%	1%	8%	52%[activator]	8%	-13%	i	10%	0%
O=C(Nc1ccccc1Br)c1cccc2ccccc12	0%[57.1 µM]	3%	2%	24%	-6%	-5%	-7%	-21%	11%
Cc1cccc(N=C2NN=C(c3ccc4c(c3)OCCO4)CS2)c1	0%	9%	0%	-22%	5%	-21%	4%	-22%	-18%
Cc1cc(SCC(=O)OCC(=O)N(C)C2CCS(=O)(=O)C2)c(C)cc1Br (stereo unspecified)	3%	4%	0%	27%	1%	-9%	2%	-3%	-5%
CCOC(=O)c1ccc(N2C(=O)C(O)=C(C(C)=O)C2c2ccccc2)cc1 (stereo unspecified)	0%[57.1 µM]	8%	-5%	26%	4%	-13%	4%	2%	-32%
CCOC(=S)N/C(=N\S(=O)(=O)c1ccccc1)c1ccccc1	-16%	-8%	-4%	u	-7%	-7%	-11%	-43%	u
CCNC(=O)c1sc(=S)n(CC)c1N	-5%	-1%	-3%	-31%	-2%	-17%	i	u	u
COc1cc(-c2c(C#N)c(N)nc3c2CCCC3)ccc1O	-17%	u	5%	-7%	-2%	-29%[11.4 µM]	5%	-55%[11.4 µM]	66%[activator]
CC(C)CCNC(=O)C1CCN(S(=O)(=O)c2ccc3c(c2)CC(C)N3C(=O)C2CCC2)CC1 (stereo unspecified)	-8%	18%	-1%	38%	2%	-16%	0%	18%	51%[activator]
Cc1ccc(C(=O)Nc2cccc(C(F)(F)F)c2)cc1NC(=O)c1csc(-c2ccncc2)n1	-1%	-1%&0%	-1%	26%	4%	-26%	-7%&-8%	-14%	x
COc1ccccc1-c1nn(-c2ccccc2)cc1C(=O)N1CCN(C(=O)c2ccco2)CC1	-16%	8%	x	-18%	4%	-9%	-5%	-37%	-7%
CN(C)CC/C=C1/c2ccccc2CS(=O)(=O)c2ccccc21	14%	-10%	0%	1%	-3%	2%	7%	6%	46%[activator]
COc1cc(/C=N/NC(=O)CN2CCCCC2)ccc1OCc1ccc(Br)cc1	16%[57.1 µM]	9%	-8%	-14%	1%	-29%	-4%	-26%	-21%
CCOC(=O)c1cc(C(=O)OCC)c(=O)[nH]c1SCc1ccccc1	-1%	6%	10%	60%[activator]	-1%	5%	i	-22%	u
Cc1c(C)n(CC(O)CN2CCN(C)CC2)c2ccccc12 (stereo unspecified)	31%	-6%	4%	4%[57 µM]	0%	-31%	-10%	5%	3%
CCN1C(=O)c2ccccc2Sc2ccc(C(=O)O)cc21	21%	0%	7%	31%	-8%	-3%	4%	-13%	u
O=C(NC1CCCCC1)/C(=C/c1ccc(Cl)cc1)NC(=O)c1ccccc1	11%	1%	1%	29%	4%	-18%	-8%	4%	-17%
